Sm TGR block – qHTS Assay for the Inhibitors of Schistosoma Mansoni Peroxiredoxins. 360,000 compounds, 3% hits. purified TGR, DTNB reduction, TNB absorbance 405 nm. Potency, µM (highest dose often 114 µM), for the others: at the top dose activity change, negative = inhibition, actives largely listed as inhibitors. Schistosoma mansoni thioredoxin glutathione reductase (TGR), Q962Y6. AID 485364, 2010; also: potency is read from the fitted curve at half-maximal effect; nearly all actives have a fitted effect of over 60% in size
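TGR 20 nM + NADPH 100 uM (dispensed conc.), cpd preinc 15 min RT; start with NADPH (500 uM addition) then DTNB (15 mM addition). Kinetic TNB absorbance, 405 nm filter. Four-parameter Hill fit across titration.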
FBPA Giardia inh – qHTS Assay for Inhibitors of Fructose-1,6-bisphosphate Aldolase from Giardia Lamblia. A8B2U2. purified Giardia FBPA. Potency, µM (doses to about 59.6 µM), for the others: at the top dose activity, negative = inhibition, usual class: inhibitors. 290,000 compounds, 0.71% hits; also: potency is read from the fitted curve at half-maximal effect; nearly all actives have a fitted effect of over 55% in size
Target sequence (A8B2U2 whole entry, looked up): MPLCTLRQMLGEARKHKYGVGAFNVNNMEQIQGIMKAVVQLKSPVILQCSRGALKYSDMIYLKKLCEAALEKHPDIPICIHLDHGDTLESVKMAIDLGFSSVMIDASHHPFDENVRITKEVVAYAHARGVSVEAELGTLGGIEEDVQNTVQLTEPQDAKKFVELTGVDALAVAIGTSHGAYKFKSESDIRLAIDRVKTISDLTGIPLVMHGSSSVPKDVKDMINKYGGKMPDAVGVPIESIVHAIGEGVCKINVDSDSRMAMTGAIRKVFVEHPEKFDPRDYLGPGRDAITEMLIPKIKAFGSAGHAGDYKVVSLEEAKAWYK
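Giardia FBPA (40 nM reagent) was preincubated 10 min at RT with compound (up to 57.5 uM final), then substrate plus GAPDH/TPI/NAD/arsenate coupling system with diaphorase/resazurin was added; resorufin fluorescence (525/598 nm) was read after 20 min.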
AmpC no deterg – qHTS Inhibitors of AmpC Beta-Lactamase (assay without detergent) | AID 485341, 2010 | AmpC nitrocefin hydrolysis, absorbance 480 nm, 0.0001% Triton | 330,000 compounds, 0.52% hits | Potency, µM (top dose mostly 57.1 µM), without a hit: at the top dose activity change, negative = inhibition, most hits filed as inhibitors | P00811;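 also: potency is read from the fitted curve at half-maximal effect; plate controls were no compound for no effect and no enzyme for full effect; nearly all actives have a fitted effect of over 20% in size; some results filed as inactive show a strong effect at the top dose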
Target sequence (P00811 whole entry, looked up): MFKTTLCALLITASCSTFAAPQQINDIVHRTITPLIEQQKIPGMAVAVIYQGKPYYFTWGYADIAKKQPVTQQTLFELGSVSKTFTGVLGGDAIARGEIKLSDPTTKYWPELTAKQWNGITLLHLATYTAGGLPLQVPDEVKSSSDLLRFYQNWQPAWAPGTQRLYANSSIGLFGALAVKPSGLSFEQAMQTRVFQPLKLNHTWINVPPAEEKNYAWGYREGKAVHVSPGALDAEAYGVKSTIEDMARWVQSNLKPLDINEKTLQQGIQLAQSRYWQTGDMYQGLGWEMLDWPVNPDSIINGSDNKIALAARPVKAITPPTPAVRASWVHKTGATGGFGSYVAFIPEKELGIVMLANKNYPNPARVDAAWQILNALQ
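20 mM phosphate pH 7.0 + 0.01% (detergent screen) or 0.0001% Triton X-100; 5.3 nM AmpC reagent; cpd preinc 15 min RT; nitrocefin (800 uM stock) to start; A480 q20 s × 4 min; Activity was normalised to no-enzyme and no-compound control wells.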
AMA1 RON2 block – qHTS for Inhibitors of AMA1-RON; Towards Development of Antimalarial Drug Lead: Primary Screen. Plasmodium falciparum AMA1 (3D7) - RON2 peptide interaction. Potency, µM (series often up to 58.2 µM), inactives show top-dose activity change, negative = inhibition, actives largely listed as inhibitors. 360,000 compounds, 0.2% hits. AlphaScreen AMA1-biotinylated RON2 peptide binding. AID 720542, 2013;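 also: potency is read from the fitted curve at half-maximal effect; 0% = vehicle wells and -100% = peptide control; nearly all actives have a fitted effect of over 45% in size; some results filed as inactive show a strong effect at the top dose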
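AMA1 (3D7) with his tag at 25 nM final met compounds first, then biotinylated RON2 peptide at 25 nM; detection used donor plus acceptor beads, 10 µg/mL apiece, read by AlphaScreen after 30 min at room temperature.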
HCMV inh – qHTS Assay for inhibitors of the human cytomegalovirus (HCMV); HFF cells, HCMV-luciferase reporter, 72 h; hits give low values; activity change, negative = inhibition, % at 57.5 µM; 410,000 compounds, 4.5% hits; AID 1259415, 2018; in the data active = activity change below about -60%; inconclusive = no clear call, values can overlap the other calls; inactive = above about -39%
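HFF cells seeded 16 h at 37C, treated with compounds, infected with luciferase-reporter HCMV at MOI 1 PFU/cell; luciferase read at 72 h post infection, normalized to buffer-only and Salinomycin controls.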
AmpC detergent – qHTS Inhibitors of AmpC Beta-Lactamase (assay with detergent) | P00811 | AmpC hydrolysis of nitrocefin, absorbance 480 nm, 0.01% Triton | Potency, µM (titrated, usually from 114 µM), for the others: at the highest dose activity change, negative = inhibition, usual class: inhibitors | 370,000 compounds, 0.041% hits;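 also: potency is read from the fitted curve at half-maximal effect; 0% = no-compound wells and -100% = no-enzyme wells; nearly all actives have a fitted effect of over 25% in size; some results filed as inactive show a strong effect at the top dose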
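20 mM phosphate pH 7.0 + 0.01% (detergent screen) or 0.0001% Triton X-100; 5.3 nM AmpC reagent; cpd preinc 15 min RT; nitrocefin (800 uM stock) to start; A480 q20 s × 4 min; Activity was normalised to no-enzyme and no-compound control wells.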
* hit, by the source's call; u = inconclusive; x = no result given; [ ] = another dose, or the depositor's remark. Unless noted, calls follow the shape of the dose curve; as a rule, active = well fitted curve in the direction sought with a large enough effect; inconclusive = small, poorly fitted or top-dose-only effect, or another doubt; inactive = no such curve, though single readings can be large; an effect the other way counts as inactive or inconclusive. Unless noted, % is scaled to controls: 0 for no effect and ±100 for the full control effect.

| nr | SMILES | AmpC detergent | Sm TGR block | FBPA Giardia inh | AMA1 RON2 block | AmpC no deterg | HCMV inh |
| --- | --- | --- | --- | --- | --- | --- | --- |
| 1 | CC1(C)CC(O)CC(C)(C)N1CC(O)COCc1ccccc1 (stereo unspecified) | 4.0% | 3.9% | -2.7% | -2.5% | -17.4% | 14.0 |
| 2 | CSc1cccc(NC(=O)C2(S(=O)(=O)c3ccc(C)cc3)CC2)c1 | 3.9% | 2.6% | 5.0% | -7.9% | -20.9% | -33.2 |
| 3 | Cc1ccc(S(=O)(=O)N(C)CC(=O)NNC(=O)Cc2ccccc2F)cc1 | x | x | x | 85.5%[activator] | -9.9% | 63.0 |
| 4 | CC(C)(C)NC(=S)N1CCC(C(=O)c2ccc(Cl)cc2)CC1 | -9.5% | u | 5.2% | -2.4% | -16.4% | 41.8 |
| 5 | CN(C)c1nc(NS(=O)(=O)c2ccc(Cl)cc2)nc(N(C)C)n1 | -1.7% | 5.9% | u | 0.0% | 7.7% | 21.3 |
| 6 | CCCN1CN=C(Nc2nc3ccccc3o2)NC1 | -1.3% | 8.3% | -5.8% | 11.0% | -20.0% | 72.0 |
| 7 | Cc1ccccc1OCCCc1c(C)n[nH]c1C | u | 2.6% | -13.0% | 11.0% | 3.7% | -26.7 |
| 8 | Cc1cc(C(=O)OCC(=O)N2CC(C)OC(C)C2)ccc1[N+](=O)[O-] (stereo unspecified) | -14.2% | -10.1% | -3.6% | 1.2% | 3.2%[11.4 µM] | -19.2 |
| 9 | Nc1ccc(S(=O)C(F)(F)F)cc1 (stereo unspecified) | -2.1% | -10.4% | -1.7% | 14.2% | -15.9% | 44.2 |
| 10 | CN(CC(=O)Nc1ccc(SC(F)F)cc1)C1CCCCC1 | -4.3% | -7.6% | 7.0% | 8.8% | -20.9% | -15.1 |
| 11 | Cc1cc(C)cc(NC(=O)c2cc3c(=O)n4ccccc4nc3s2)c1 | 3.5% | -8.9% | -1.7% | 13.8% | -20.4% | u |
| 12 | COCCCNC(=O)CCCn1c(=O)c2ccccc2n(Cc2cccc([N+](=O)[O-])c2)c1=O | 0.0% | -0.1% | 3.0% | 9.4% | -11.5% | 19.5 |
| 13 | N=c1c(C(=O)NCc2ccc(F)cc2)cc2c(=O)n3ccccc3nc2n1Cc1cccnc1 | u | 2.0% | 2.1% | -5.4% | 2.4% | 4.7 |
| 14 | Cc1ccc2cc(CCNC(=O)c3ccc(S(=O)(=O)N4CCOCC4)cc3)c(=O)[nH]c2c1 | 0.6% | 1.2% | x | -2.4% | 63.3%[activator] | -23.9 |
| 15 | O=C(COC(=O)c1ccc(O)cc1O)NC12CC3CC(CC(C3)C1)C2 | -5.3% | -2.7% | x | -6.9% | -42.6% | 7.2 |
| 16 | CCC(=O)N1CCC(NC(=O)Nc2ccc(OC(F)(F)F)cc2)CC1 | 4.2% | 3.0% | x | -0.1% | 28.7% | -36.9 |
| 17 | Cc1ccc(OCCC(=O)OCC(=O)c2c(N)n(C)c(=O)n(C)c2=O)cc1 | 0.1% | -14.0% | x | -9.2% | 39.9% | -29.8 |
| 18 | COc1ccc2c(C)c(CC(=O)N3CCN(C(=O)C4COc5ccccc5O4)CC3)c(=O)oc2c1 (stereo unspecified) | -0.1% | -0.4% | x | 3.1% | 154.2%[activator] | -22.5 |
| 19 | CC(=C\C(=O)O)/C(=C/c1ccccc1)C(=O)O | -8.5% | 12.8% | 4.0% | 9.5% | -7.7% | -3.4 |
| 20 | CC(C(=O)c1cn(C)c2ccccc12)c1ccccc1 (stereo unspecified) | -10.3% | -17.2% | -6.2% | 16.8% | -21.4% | 4.8 |
| 21 | Nc1ncnc(Sc2ccc(Cl)cc2)c1[N+](=O)[O-] | 8.0% | u | 6.4% | 5.2% | -4.9% | 11.2 |
| 22 | NNC(=O)Cn1c(-c2ccccn2)nc2ccccc21 | -7.6% | -5.2% | 1.5% | 52.9%[activator] | -22.6% | 27.5 |
| 23 | Cc1nnsc1C(=O)N/N=C/c1ccc(OC(F)(F)F)cc1 | u | -0.5% | 4.1% | 5.1% | -31.0% | -60.5* |
| 24 | COc1ccc(OCCn2cc(C=O)c3ccccc32)cc1 | u | -18.2% | -8.6% | -8.4% | -35.7% | 11.1 |
| 25 | O=C(CN1CCN(c2ccccn2)CC1)Nc1cccc(Cl)c1Cl | -5.2% | -9.9% | 6.4% | -27.0% | 102.4%[activator] | -24.1 |
| 26 | COC(=O)c1c(NC(=O)C2SC(=NC3CCCCC3)C(C(N)=O)=C2N)sc2c1CCCC2 (stereo unspecified) | -5.4% | -9.6% | -1.3% | 0.2% | -56.5% | 40.5 |
| 27 | CCOC(=O)Cn1nc(C)c2ccccc2c1=O | u | -0.6% | 0.2% | 5.4% | -16.2% | 12.4 |
| 28 | CCOC(=O)c1sc(=S)n(C)c1NC(=O)c1ccc(F)cc1 | -4.2% | -9.1% | 3.3% | 20.8% | -21.8% | -6.4 |
| 29 | Cc1ccc(C)c(Cn2c(=O)cc(C(F)(F)F)c3c(C)nn(C)c32)c1 | 2.2% | -1.2% | x | x | x | 10.1 |
| 30 | O=C(NCc1ccccc1CN1CCOCC1)c1ccc(-n2cccn2)cc1 | x | x | x | 0.0% | -14.8% | -21.8 |
| 31 | COc1cc(/C=N/N2CCN(Cc3ccc(Cl)cc3)CC2)ccc1OC(C)=O | -8.5% | 7.8% | 0.4% | u | 161.0%[activator] | -29.9 |
| 32 | CC(=O)N1c2ccc(S(=O)(=O)NCCC(=O)Nc3ccc(F)cc3C)cc2CC1C (stereo unspecified) | -3.0% | 1.6% | 4.5% | 0.0% | -8.7% | -25.6 |
| 33 | CN(c1cccc(NC(=O)c2ccc(N(C)S(=O)(=O)c3ccccc3)cc2)c1)S(C)(=O)=O | -2.2% | 12.1% | -10.3% | 14.9% | -1.1% | -72.4* |
| 34 | CCOC(=O)C1CCN(C(=O)C2CCN(c3nc4ccc(OC)cc4s3)CC2)CC1 | 3.5% | 1.0% | 1.3% | -11.5% | 140.6%[activator] | 7.5 |
| 35 | CC(C)(C)NC(=O)c1ccc2c(c1)C(=O)N(C1CCCCC1)C2=O | -6.2% | 3.9% | 10.0% | -4.4% | 21.2% | -14.6 |
| 36 | CC(=O)Nc1ccc(NC(=O)C(C)OC(=O)C2CCC2)cc1 (stereo unspecified) | 0.0% | -2.3% | x | 54.1%[activator] | 0.6% | -4.9 |
| 37 | CCc1nnc2c3ccccc3nc(Nc3cc(C)cc(C)c3)n12 | 18.8% | -2.4% | x | x | x | -17.0 |
| 38 | COCCN(C(=O)c1csnn1)C(C(=O)NC1CCCCC1)c1cccs1 (stereo unspecified) | -9.3% | -10.0% | -1.0% | -7.6% | -4.6% | -0.8 |
| 39 | COc1ccc(CCNC(=O)c2cc3c(=O)n4cccc(C)c4nc3n(CCCN3CCOCC3)c2=N)cc1 | -9.0% | -5.8% | 17.8% | 0.0% | -0.4% | -95.4* |
| 40 | N#CCCN(C(=O)COC(=O)c1ccc2c(=O)n3c(nc2c1)CCC3)c1ccccc1 | 4.6% | 9.4% | 13.0% | -9.2% | 52.7% | -3.6 |
| 41 | COC(=O)c1ccccc1-c1ccc(C(c2c(C)[nH][nH]c2=O)c2c(C)[nH][nH]c2=O)o1 | -1.0% | -1.2% | 4.5% | 2.4% | 66.7%[activator] | -33.7 |
| 42 | Cc1ccc(S(=O)(=O)Nc2ccc(N=Nc3ccc(O)cc3)cc2)cc1 | -10.1% | -13.1% | 7.7% | -3.5% | -30.3% | -26.7 |
| 43 | NC(=S)c1ccc(C(N)=S)o1 | -6.1% | -3.4% | u | -2.9% | -18.2% | 51.1 |
| 44 | O=C(Cn1c(NCCCO)nc2ccccc21)c1cccc(Br)c1 | -14.6% | -34.1% | 8.7% | -6.9% | 47.1% | 12.9 |
| 45 | COc1ccc(NC(=O)Cn2nnc(-c3ccccc3NC(=O)c3cccs3)n2)cc1 | u | -9.3% | 3.3% | 0.6% | -22.7% | -27.0 |
| 46 | COc1ccc(-c2csc(NC(=O)CSC(C)C(=O)Nc3cc(C)on3)n2)cc1OC (stereo unspecified) | u | 2.5% | x | -0.3% | -25.9% | -11.2 |
| 47 | COc1ccc(/C=N/N2C(=O)c3ccccc3C2=O)cc1 | -12.5% | 1.3% | 6.7% | 18.1% | -11.7% | -5.3 |
| 48 | COCCN1C(=O)c2ccc(C(=O)Nc3cccnc3)cc2C1=O | -3.2% | -22.9% | x | 5.3% | -13.4% | -33.0 |
| 49 | Cc1nc2ccccc2c2oc(C(=O)NCCCN3CC(C)CC(C)C3)cc12 (stereo unspecified) | u | -1.5% | 5.6% | 12.6% | -10.0% | -24.4 |
| 50 | O=C(Nc1ccncc1)Nc1ccccc1Cl | -0.7% | 3.0% | x | 8.4% | -17.3% | -1.4 |
| 51 | CCc1nn(CC(=O)NC(C)CCc2ccccc2)c(=O)c2cc3occc3n12 (stereo unspecified) | 1.5% | 3.6% | x | 16.3% | -10.8% | -33.8 |
| 52 | COc1ccc(N2CC(O)(c3ccc(OC(F)F)cc3)[N+]3=C2CCCC3)cc1 (stereo unspecified) | u | -7.0% | 1.1% | -14.0% | -27.1% | -33.0 |
| 53 | CCOCCCNC(=O)C(NC(=O)c1ccccn1)c1ccc(C)cc1 (stereo unspecified) | -1.3% | -4.1% | 2.3% | 6.1% | 0.2% | -0.8 |
| 54 | O=C(COc1ccc(S(=O)(=O)N2CCOCC2)cc1)N1CCN(c2ccccc2)CC1 | -0.1% | 0.4% | -0.8% | 1.9% | -11.0% | u |
| 55 | O=C(C[C@@H]1C/C=C\CCC(=O)OC[C@@H]2CCCN2C1=O)NCCO | x | x | x | 40.9%[activator] | -2.3% | -19.0 |
| 56 | CN1C(=O)Nc2cccc3cccc1c23 | u | 1.0% | -9.0% | -1.4% | -5.0% | 210.0 |
| 57 | CN(C)S(=O)(=O)c1ccc(C(=O)NCc2ccco2)cc1 | 1.1% | -6.6% | -0.1% | -6.2% | 42.0% | -4.0 |

High-throughput results as filed in PubChem BioAssay.
